Screening results from PubChem BioAssay.
S3 lipid droplet – qHTS Assay for Lipid Storage Modulators in Drosophila S3 Cells; Drosophila S3 cells, BODIPY lipid droplet fluorescence, 18-24 h; cells fed with added oleic acid; AID 2685, 2010; 320,000 compounds, 0.64% hits; Potency in µM for hits, for the others lipid storage change, negative = inhibition, % at the top dose, mostly 46.1 µM; active = well fitted inhibition curve with a large enough effect in the signal ratio, with a control signal flat, not every such curve was filed as active; inconclusive = small, poorly fitted or top-dose-only effect, or effect the other way, or a change in a side signal; the % refers to the signal ratio
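Laser-scanning cytometry quantifies lipid droplet accumulation (500–530 nm total intensity; droplet/cell object ratio) in oleic acid-fed (400 uM added) Drosophila S3 cells treated with a concentration series. 20 uM Triacsin C defined 100% inhibition.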
S3 lipid droplet cell count max – second read-out of S3 lipid droplet, no call of its own (marks repeat the call); cell number change, %; measured here: cell count max response;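 cells counted by Cell Tracker Red CMTPX staining in the red channel; peak over a dose series mostly up to 46.1 µM; percent activity relative to internal control wells on each plate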
* marks the source's active call; other numbers are inactive results. % is set by controls: 0 for no effect and ±100 for the full control effect; potency is the fitted concentration of half-maximal effect.

For O=C(Nc1ccc(S(=O)(=O)Nc2nccs2)cc1)c1cc(-c2ccccc2)nc2ccccc12 the results were S3 lipid droplet inconclusive.
For COC(=O)c1cc(Sc2cccc(Cl)c2Cl)ccn1 the results were S3 lipid droplet inconclusive.
Screening CS(=O)(=O)N1c2cccc3cccc(c23)S1(=O)=O returned S3 lipid droplet inconclusive.
Screening COc1ccc(C(=O)CCC(=O)Nc2cccnc2)cc1OC returned S3 lipid droplet inconclusive.
For C/C(=N\NC(=O)c1cc(-c2ccc(C)s2)nc2ccccc12)c1cccnc1 the results were S3 lipid droplet inconclusive.
For CC(=O)c1cccc(N(C(=O)c2ccco2)C(C(=O)NC2CCCC2)c2ccncc2)c1 (centres undefined) the results were S3 lipid droplet 19% and S3 lipid droplet cell count max 14.
COc1ccc(NC(=O)c2cccc(Cl)c2)c[n+]1[O-] was read as S3 lipid droplet -4% and S3 lipid droplet cell count max 2.
Screening CC1CCCCC1NC(=O)CCNS(=O)(=O)c1ccc2c(c1)CCC(=O)N2 (centres undefined) returned S3 lipid droplet 5% and S3 lipid droplet cell count max 7.
`O=C(C1=C(O)C(=O)N(CCN2CCOCC2)C1c1ccc(F)cc1)c1cccs1` (centres undefined) gave S3 lipid droplet 18µM* and S3 lipid droplet cell count max -5.1*.
`COc1ccc(C(=O)CN2CCN(S(=O)(=O)c3cccc([N+](=O)[O-])c3)CC2)cc1OC` gave S3 lipid droplet -6% and S3 lipid droplet cell count max -21.
`O=S(=O)(O)c1cc(O)ccc1O` gave S3 lipid droplet -2% and S3 lipid droplet cell count max 1.
`COC(=O)COc1ccc(C2NC(=O)NC(c3ccccc3)=C2C(C)=O)cc1Br` (centres undefined) gave S3 lipid droplet inconclusive.
CCC1(C)Cc2nc3[nH]c(=S)n(-c4ccccc4)c(=O)c3cc2CO1 (centres undefined) was read as S3 lipid droplet inconclusive.
For COc1ccc(NC(=S)NCCNC(C)=O)cc1 the results were S3 lipid droplet inconclusive.
Screening COc1ccc(OC)c(/C=C/c2nc3ccccc3[nH]c2=O)c1 returned S3 lipid droplet inconclusive.
Screening COC(=O)C1C(c2ccc(OC)cc2)Nc2nnc(C(F)(F)F)n2C1(C)O (centres undefined) returned S3 lipid droplet inconclusive.
`Cc1c(Cl)cccc1NC(=O)CNC(=O)c1cn(-c2ccccc2)nc1-c1cccnc1` gave S3 lipid droplet -1% and S3 lipid droplet cell count max 10.
Screening CCC(=O)c1ccc(OCC(O)Cn2cnc3ccccc32)cc1 (centres undefined) returned S3 lipid droplet -18% and S3 lipid droplet cell count max -15.
Screening COC(=O)c1ccccc1NC(NC(=O)c1ccco1)C(=O)c1ccc(C)cc1 (centres undefined) returned S3 lipid droplet inconclusive.
CCOc1ccc(NC(=O)c2ccc3nccnc3c2)cc1 was read as S3 lipid droplet inconclusive.
Screening O=C(COC(=O)c1ccc2ccccc2c1O)Nc1ccccc1 returned S3 lipid droplet inconclusive.
CC(=O)NC(C)c1nc2ccccc2n1C(C)C (centres undefined) was read as S3 lipid droplet 5% and S3 lipid droplet cell count max -1.
For CCOC(=O)C1=C(O)c2ccccc2C(=O)/C1=C\c1ccc(CC)cc1 the results were S3 lipid droplet inconclusive.
For CN(C)NC(=S)Nc1ccc(Cl)cc1 the results were S3 lipid droplet inactive.
O=C1OC2(CCCCC2)OC(=O)C1=CNc1nccs1 was read as S3 lipid droplet inconclusive.
For O=C(CN1C(=O)NC2(CCCCC2)C1=O)Nc1cc(C(F)(F)F)ccc1N1CCCC1 the results were S3 lipid droplet inconclusive.
`Cc1cccc2cc(CN(Cc3nnnn3C3CCCCC3)C3CCCC3)c3nnnn3c12` gave S3 lipid droplet -10% and S3 lipid droplet cell count max -5.
For CC(=O)N1CCN(c2ccc(NC(=O)C(c3ccccc3)c3ccccc3)cc2)CC1 the results were S3 lipid droplet inconclusive.
For Cc1ccc(S(=O)(=O)N2CCC(C(=O)OCC(=O)Nc3cc(S(C)(=O)=O)ccc3Cl)CC2)cc1C the results were S3 lipid droplet -16% and S3 lipid droplet cell count max 16.
Screening CCOc1cc(/C=N/NC(=O)C(=O)NC2CC2)cc(Br)c1O returned S3 lipid droplet 4% and S3 lipid droplet cell count max 11.
`O=C1CC(NCCC2=CCCCC2)C(=O)N1c1cccc(Cl)c1Cl` (centres undefined) gave S3 lipid droplet -14% and S3 lipid droplet cell count max -10.
`C/C(Cn1nc([N+](=O)[O-])cc1C)=N\NC(=O)c1ccc(C(C)(C)C)cc1` gave S3 lipid droplet inconclusive.
CCCCNC(=O)Nc1nc2ccc(CC)cc2s1 was read as S3 lipid droplet inconclusive.
`COc1ccc(C(=O)N2CCCC(N3CCN(c4ccccc4F)CC3)C2)c(OC)n1` (centres undefined) gave S3 lipid droplet inconclusive.
For COc1ccc(NC(=O)c2ccc(=O)[nH]c2)cc1S(=O)(=O)N1CCCCC1 the results were S3 lipid droplet inconclusive.
For CCN(CC)CCN1C(=O)C(=O)/C(=C(/O)c2c(C)[nH]c(C(=O)OC)c2C)C1c1cccc(OC)c1 (centres undefined) the results were S3 lipid droplet inconclusive.
Screening C=CCn1c(C)csc1=Nc1ccc(C(=O)O)cc1 returned S3 lipid droplet 5% and S3 lipid droplet cell count max 1.
For CCS(=O)(=O)N1Cc2ccccc2CC1C(=O)NCC12CC3CC(CC(C3)C1)C2 (centres undefined) the results were S3 lipid droplet inconclusive.
O=C(CN1CCN(Cc2ccc3c(c2)OCO3)CC1)Nc1ccc2c(c1)OCCO2 was read as S3 lipid droplet inconclusive.
`CCOC(=O)c1ccc(N2CCOCC2)c(NC(=O)c2nccnc2C(=O)O)c1` gave S3 lipid droplet 4% and S3 lipid droplet cell count max -1.
For COc1ccc(/C=C2\C(=O)OCc3cc(OC)c(OC)cc32)cc1OC the results were S3 lipid droplet 27% and S3 lipid droplet cell count max 2.
For Cc1nnc(SCC(=O)c2ccc(Br)cc2)s1 the results were S3 lipid droplet inconclusive.
`Cc1cc(NC(=O)CN2C(=O)NC(CC(C)C)C2=O)ccc1Br` (centres undefined) gave S3 lipid droplet inconclusive.
For CCOc1ccc(CNC(=O)CCCn2nc(C)c3c(C)n(-c4ccc(C)cc4)nc3c2=O)cc1 the results were S3 lipid droplet inconclusive.
For COc1ccc(S(=O)(=O)N2CCC(C(=O)N3CCN(C)CC3)CC2)cc1OC the results were S3 lipid droplet inactive and S3 lipid droplet cell count max -17.
`Cc1ccc(S(=O)(=O)N(CCO)Cc2cc3ccc(C)c(C)c3[nH]c2=O)cc1` gave S3 lipid droplet 30% and S3 lipid droplet cell count max 9.
`CCN(Cc1cc2cc(C)ccc2[nH]c1=O)C(=O)c1cccc([N+](=O)[O-])c1` gave S3 lipid droplet inconclusive.
CCC(C)C(NC(=O)OCc1ccccc1)C(=O)NC(Cc1ccc(O)cc1)C(=O)OC (centres undefined) was read as S3 lipid droplet 5% and S3 lipid droplet cell count max 15.
For NC(=O)c1cc2cc([N+](=O)[O-])ccc2oc1=O the results were S3 lipid droplet inconclusive.
Screening COc1ccc(CCNC(=O)CCC(=O)N2CCOc3ccc(C)cc32)cc1OC returned S3 lipid droplet 0% and S3 lipid droplet cell count max -14.
Screening CC(=O)NN1C(=O)c2ccccc2NC1c1ccc(N(C)C)cc1 (centres undefined) returned S3 lipid droplet inconclusive.
For COc1ccc(Oc2coc3cc(OC(=O)c4cccs4)ccc3c2=O)cc1 the results were S3 lipid droplet -8% and S3 lipid droplet cell count max -2.
For C=CCn1c(O)c(N=NC(=O)CNC(=O)Cc2ccccc2)c2ccccc21 the results were S3 lipid droplet inactive and S3 lipid droplet cell count max -6.
Cc1onc(-c2ccccc2Cl)c1C(=O)N1CCC(C)CC1 was read as S3 lipid droplet inactive and S3 lipid droplet cell count max -10.
Screening CCc1ccccc1NC(=O)NNC(=O)CCc1ccccc1 returned S3 lipid droplet inconclusive.
`O=C(COc1cccnc1[N+](=O)[O-])Nc1cccc(S(=O)(=O)N2CCCCC2)c1` gave S3 lipid droplet 0% and S3 lipid droplet cell count max 5.
`Cc1c(C(=O)Nc2ccccc2N2CCOCC2)sc2nc3n(c(=O)c12)CCC3` gave S3 lipid droplet inconclusive.
Cn1nc(C(F)(F)F)c(-c2ccccc2)c1NC(=O)CSCC(=O)O was read as S3 lipid droplet 7% and S3 lipid droplet cell count max 18.
For Cc1ccccc1CC(=O)N1CCN(C(=O)c2ccco2)CC1 the results were S3 lipid droplet inconclusive.
`Cc1ccccc1NC(=O)CSc1nc2[nH]c(=O)cc(O)c2s1` gave S3 lipid droplet inconclusive.
`CCCCc1ccc(Nc2nc(CCC)cc(=O)[nH]2)cc1` gave S3 lipid droplet inconclusive.
For COC(=O)c1c(C)[nH]c(C)c1-c1ccccc1Cl the results were S3 lipid droplet inconclusive.
Screening Cc1cc(Nc2cccc(C(=O)O)c2)n2ncnc2n1 returned S3 lipid droplet 7%.
Screening Nc1nc(-c2cc3c(cc2Cl)OCCO3)cs1 returned S3 lipid droplet inconclusive.
Screening CCc1ccc(C2C3=C(CC(C)(C)CC3=O)Nc3c2c(=O)[nH]c2nc(C)nn32)cc1 (centres undefined) returned S3 lipid droplet -1% and S3 lipid droplet cell count max -3.
`CCc1c(C)c2ccc(OCC(N)=O)cc2oc1=O` gave S3 lipid droplet 4% and S3 lipid droplet cell count max 3.
For Cc1ccc2oc(C(=O)Nc3nonc3C)c(C)c2c1 the results were S3 lipid droplet 12% and S3 lipid droplet cell count max 19.
Screening Cc1cc(C)n2nc(SCC(=O)Nc3ccccc3C)nc2n1 returned S3 lipid droplet inconclusive.
COc1cc2c(cc1OC)C(C(=O)O)C(c1cc(Br)c(O)c(OC)c1)N(C)C2=O (centres undefined) was read as S3 lipid droplet -3% and S3 lipid droplet cell count max 1.
For COc1ccc(-c2nc(CSCC(=O)N3CCN(c4cccc(C)c4)C(C)C3)c(C)o2)cc1OC (centres undefined) the results were S3 lipid droplet inconclusive.
`CCCCn1c(N)c(N(CCOC)C(=O)COC(=O)COc2ccccc2C#N)c(=O)[nH]c1=O` gave S3 lipid droplet inconclusive.
CSc1ccc(C2=CC(=O)C[C@H](c3ccc(F)cc3)C2)cc1 was read as S3 lipid droplet inconclusive.
`COCCNCC1C(Oc2ccc(Cl)cc2)C(=O)N1c1ccccc1C` (centres undefined) gave S3 lipid droplet 6% and S3 lipid droplet cell count max 20.
`CCCCCCCCCCCC(=O)N/N=C/c1ccco1` gave S3 lipid droplet inconclusive.
Screening COc1ccc(OC)c(NS(=O)(=O)c2ccc(SC)cc2)c1 returned S3 lipid droplet -5% and S3 lipid droplet cell count max -13.
`CC(C)(C)n1nnnc1CN1C2CCC1CC(NC(=O)Nc1ccccc1)C2` (centres undefined) gave S3 lipid droplet 9% and S3 lipid droplet cell count max -21.
For O=C(Nc1ccc(S(=O)(=O)N2CCOCC2)cc1)c1cccc([N+](=O)[O-])c1 the results were S3 lipid droplet inconclusive.
O=C(NC(Cc1ccccc1)C(=O)NCCc1ccccn1)c1ccccc1 (centres undefined) was read as S3 lipid droplet inconclusive.
Cc1ccc(S(=O)(=O)N/N=C\c2ccc(Cl)c([N+](=O)[O-])c2)cc1 was read as S3 lipid droplet inconclusive.
For COc1ccc(NC2CCCN(C(=O)CCC(=O)c3ccc(F)cc3)C2)cc1 (centres undefined) the results were S3 lipid droplet -7% and S3 lipid droplet cell count max 11.
`O=C(COc1ccc(Cl)cc1)N(Cc1ccc(F)cc1)C1CCS(=O)(=O)C1` (centres undefined) gave S3 lipid droplet inconclusive.
O=c1oc2ccccc2c(Nc2ccc(O)cc2)c1[N+](=O)[O-] was read as S3 lipid droplet inconclusive.
`CCN(CC(=O)N1CCCC1)S(=O)(=O)c1ccc(Br)cc1` gave S3 lipid droplet inconclusive.
For N#Cc1ccc(NC(=O)COC(=O)CCc2ccc(S(=O)(=O)N3CCCCC3)cc2)cc1 the results were S3 lipid droplet -5% and S3 lipid droplet cell count max 12.

Molecules from the list above that have a Cl atom:
For COC(=O)c1cc(Sc2cccc(Cl)c2Cl)ccn1 the results were S3 lipid droplet inconclusive.
COc1ccc(NC(=O)c2cccc(Cl)c2)c[n+]1[O-] was read as S3 lipid droplet -4% and S3 lipid droplet cell count max 2.
`Cc1c(Cl)cccc1NC(=O)CNC(=O)c1cn(-c2ccccc2)nc1-c1cccnc1` gave S3 lipid droplet -1% and S3 lipid droplet cell count max 10.
For CN(C)NC(=S)Nc1ccc(Cl)cc1 the results were S3 lipid droplet inactive.
For Cc1ccc(S(=O)(=O)N2CCC(C(=O)OCC(=O)Nc3cc(S(C)(=O)=O)ccc3Cl)CC2)cc1C the results were S3 lipid droplet -16% and S3 lipid droplet cell count max 16.
`O=C1CC(NCCC2=CCCCC2)C(=O)N1c1cccc(Cl)c1Cl` (centres undefined) gave S3 lipid droplet -14% and S3 lipid droplet cell count max -10.
Cc1onc(-c2ccccc2Cl)c1C(=O)N1CCC(C)CC1 was read as S3 lipid droplet inactive and S3 lipid droplet cell count max -10.
For COC(=O)c1c(C)[nH]c(C)c1-c1ccccc1Cl the results were S3 lipid droplet inconclusive.
Screening Nc1nc(-c2cc3c(cc2Cl)OCCO3)cs1 returned S3 lipid droplet inconclusive.
`COCCNCC1C(Oc2ccc(Cl)cc2)C(=O)N1c1ccccc1C` (centres undefined) gave S3 lipid droplet 6% and S3 lipid droplet cell count max 20.
Cc1ccc(S(=O)(=O)N/N=C\c2ccc(Cl)c([N+](=O)[O-])c2)cc1 was read as S3 lipid droplet inconclusive.
`O=C(COc1ccc(Cl)cc1)N(Cc1ccc(F)cc1)C1CCS(=O)(=O)C1` (centres undefined) gave S3 lipid droplet inconclusive.

Some of the compounds tested; rates above refer to the full screens.
